Bioassay records as filed in PubChem.
Nrf2 ARE act: Nrf2 pathway activation; AREc32 ARE-luciferase reporter (MCF7-derived line), luminescence, 24 h; Potency, µM (highest dose often 46.1 µM), without a hit: at the top dose activation, usual class: activators; actives 0.31% (n = 410,000); AID 624171; also: potency is read from the fitted curve at half-maximal effect; % of control where 0% means no effect; nearly all actives have a fitted effect of over 65% in size
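Luciferase luminescence (Steady-Glo, 30 min at room temperature) served as the read-out of ARE activation in AREc32 cells treated with compounds for 24 hr at 37 deg C.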
Abeta yeast res: restores growth of yeast expressing A-beta42 peptide. yeast expressing A-beta42, growth rescue, OD600, 48 h; response scale: 0% DMSO, 100% iron-clioquinol control. Potency, µM (series often up to 46.1 µM), without a hit: at the highest dose growth rescue, usual class: activators. actives 0.063% (n = 410,000). AID 1347071; also: potency is read from the fitted curve at half-maximal effect; nearly all actives have a fitted effect of over 55% in size
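Growth rescue measured by 600 nm absorbance after 48 h yeast culture at 30 C with compound. Values normalized between DMSO and an equimolar ferric chloride plus clioquinol control.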
A549 tox: A549 cytotoxicity, counter-screen for Nrf2 inhibitors; A549 ARE-Fluc cells, CellTiter-Fluor viability, 18-24 h; Potency, µM (top dose mostly 46 µM), inactives show at the highest dose activity change, negative = cytotoxicity, actives largely listed as inhibitors; actives 0.16% (n = 390,000); also: potency is read from the fitted curve at half-maximal effect; % is scaled to controls: 0 for no effect and ±100 for the full control effect
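A549 ARE_Fluc cells in 5% FBS OPTI-MEM were exposed to compounds in concentration-response for 18-24 h at 37 deg C. Viability was read by CellTiter-Fluor fluorescence (Ex 405/Em 525) after 30 min, before the luciferase read.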
Nrf2 inh: inhibitors of Nrf2 signaling; actives 2.1% (n = 360,000); A549 ARE-Fluc reporter, luciferase luminescence, 18-24 h; Potency, µM (top dose mostly 46 µM), inactives show at the top dose activity change, negative = inhibition, hits mostly inhibitors; AID 504444; also: potency is read from the fitted curve at half-maximal effect; % is scaled to controls: 0 for no effect and ±100 for the full control effect; nearly all actives have a fitted effect of over 60% in size
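In this cell-based qHTS, ARE-driven firefly luciferase in A549 cells reports Nrf2 activity; the luminescent signal after BugLite lysis is the measured value, with a prior CellTiter-Fluor read for cell health.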
HepG2 tox: counter-screen for TGF-b inhibitors: cytotoxicity in HepG2 cells; HepG2 CAGA-GFP viability, ATP luminescence, 18 h; Potency, µM (doses to about 46.1 µM), for inactives: at the top dose activity change, negative = cytotoxicity, most hits filed as cytotoxic; actives 0.76% (n = 410,000); AID 588856; also: potency is read from the fitted curve at half-maximal effect; some results filed as inactive show a strong effect at the top dose
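CellTiter-Glo luminescence gave cytotoxicity after 18 hours at 37 degrees C. The cells were HepG2 CAGA-GFP in 1% FBS DMEM, stimulated with 500 pg/mL TGF-beta after compound addition. %Activity was normalised to no-cell wells (complete cell-killing) and DMSO (no toxicity), and curves were fitted and classified.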
TGFb inhibitor: TGF-b pathway inhibition; AID 588855; HepG2 CAGA-GFP TGF-b/SMAD3 reporter, GFP fluorescence, 18 h; TGF-beta stimulated, 500 pg/mL final; Potency, µM (doses to about 46.1 µM), for the others: top-dose activity, negative = inhibition, actives largely listed as inhibitors; actives 1.2% (n = 410,000); also: potency is read from the fitted curve at half-maximal effect; % is scaled to controls: 0 for no effect and ±100 for the full control effect; nearly all actives have a fitted effect of over 65% in size
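Using HEPG2 CAGA-GFP reporter cells at 1000 cells/well, we pinned test compounds, stimulated with recombinant TGF-beta (500 pg/mL final) and measured total well GFP after 18 h.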
Akt phos inh: inhibitors of Akt phosphorylation; Neuro2A IGF-stimulated pAkt S473 HTRF, 20 min; active compounds read low; activity change, % for hits at 50 µM; actives 0.32% (n = 360,000); AID 651550; in the data active = activity change below about -80%; inconclusive = mostly about -51% to -80%; also: % is scaled to controls: 0 for no effect and ±100 for the full control effect
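Neuro2A cells in DMEM with 0.5% FBS, overnight at 37 deg C, given compound at single 50 µM final, then IGF (6 nM final) for 20 min at 37 deg C. Lysed; phospho-Akt Ser473 by HTRF after 24 h, 665/615 ratio.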
CCT modulator: modulators of cytosolic chaperonin (CCT/TRiC) activity | purified chaperonin ATPase assay, HTRF ADP detection, 30 min | activity change, % (no concentration beside the values), hits read low | actives 0.3% (n = 360,000); in the data active = activity change below about -30%; also: % is scaled to controls: 0 for no effect and ±100 for the full control effect
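TRiC at 40 or 20 nM final (batch-dependent) in 30 mM Tris pH 7.4, 100 mM KCl, 5 mM MgCl2, 1 mM DTT, with compound at single 76 uM and 10 uM ATP, 30 min at 37 deg C. ADP detected by HTRF Transcreener, 665/615 ratio.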
MmCpn inh: inhibitors of Methanococcus maripaludis chaperonin (MmCpn) | purified Mm-Cpn ATPase, ADP Transcreener TR-FRET | AID 504842 | actives 0.031% (n = 330,000) | Potency, µM (doses to about 76.9 µM), for the others: at the highest dose activity, negative = inhibition, usual class: inhibitors; also: potency is read from the fitted curve at half-maximal effect; % is scaled to controls: 0 for no effect and ±100 for the full control effect; nearly all actives have a fitted effect of over 80% in size
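TR-FRET (320 nm excitation; 590 and 665 nm emission) reports ADP made from 10 uM ATP by 25 nM enzyme; compounds were preincubated 10 min, reaction run 30 min, both at 37°C.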
* hit, by the source's call; i = inactive; ? = inconclusive; . = not tested or not shown; & = joins results of further samples; [ ] = remark or other dose. Unless noted, calls follow the shape of the dose curve; as a rule, active = well fitted curve in the direction sought with a large enough effect; inconclusive = small, poorly fitted or top-dose-only effect, or another doubt; inactive = no such curve, though single readings can be large; an effect the other way counts as inactive or inconclusive.

canonical_smiles | Nrf2 ARE act | Abeta yeast res | A549 tox | Nrf2 inh | HepG2 tox | TGFb inhibitor | Akt phos inh | CCT modulator | MmCpn inh
CCN(CC)S(=O)(=O)c1ccc2c(c1)N(CC(=O)Nc1ccccc1F)C(=O)C1CCCN21 (stereo unspecified) | -0.2% | -9% | 16% | -11% | -5% | . | . | . | .
Cc1cccc(C)c1-n1ncc(C(=O)NCCCN2CCCCC2)c1C1CCN(C(=O)OC(C)(C)C)CC1 | -0.5% | -2% | 0% | 25% | -1% | -2% | . | . | .
O=S(=O)(Nc1ccc(Cl)cc1)c1cccc2nsnc12 | -0.8% | -35% | 2% | -1% | -16% | -1% | i | 0.3 | 2%
Cc1ccc(C2C(C(=O)c3sc(C)nc3C)=C(O)C(=O)N2CCN2CCOCC2)o1 (stereo unspecified) | 0.3% | -13% | -13% | -4% | -3% | 7% | i | 1.2 | -1%
COc1cc(CNC(=O)c2cc(-c3cc(C)cc(F)c3)n[nH]2)cc(OC)c1 | 18% | 4% | . | . | -47% | ? | i | -0.2 | .
COC(=O)CC1(c2ccc(OC)cc2)C(=O)c2ccccc2C1=O | -0.2% | -6% | -2% | ? | -42% | ? | i | 0.5 | 1%
O=C(CN1C(=O)CSCC1=O)NCc1ccc(F)cc1 | 1.0% | 5% | 6% | 1% | -10% | 7% | i | -1.6 | -2%
CN1CCN(C(=O)/C(=C\c2cccs2)NC(=O)c2ccccc2)CC1 | 0.0% | -7% | -2% | -12% | 10% | 7% | i | -0.2 | -2%
CCOC(=O)Nc1ccc(=O)n(Cc2c(Cl)cccc2Cl)c1 | 0.9% | 8% | 5% | ? | 5% | -1% | . | 3.0 | -8%
COc1ccc(-c2noc(CCC(=O)N3CCN(c4ccccc4OC)CC3)n2)cc1 | 5.0% | 1% | 1% | -6% | -9% | ? | i | -39* | 1%
N/C(Cc1ccc([N+](=O)[O-])cc1)=N\OC(=O)c1ccc2ccccc2c1 | 28% | -2% | -26% | -24% | -31% | 23% | i | -0.3 | 2%
CCn1ccnc1CN(C)Cc1nc(-c2cccc(Cl)c2)no1 | 0.8% | -15% | -3% | ? | 0% | -1% | i | -9.8 | 1%
N#C/C(=C\c1ccccc1Cl)C(=O)Nc1ccccn1 | 0.8% | -7% | 9% | ? | -1% | 12% | i | -3.8 | -2%
COc1ccc(N2CCN(C(=O)C3CCCN(c4ncnc5c4nc4n5CCCCC4)C3)CC2)cc1 (stereo unspecified) | -0.3% | 0% | 0% | -30% | -35% | -16% | i | -2.2 | 3%
O=C1NC[C@@H](CCCCN2C[C@H](Cc3ccccc3)N(CCC3CCCCC3)C(=O)C2=O)N(Cc2ccccc2)C1=O | 4.3% | -11% | . | . | . | . | i | -2.1 | .
O=S(=O)(c1ccccc1C(F)(F)F)N1CCN(c2nc(-c3ccccc3)nc3ccccc23)CC1 | . | . | 7% | ? | -2% | -6% | . | . | .
COCCOC(=O)c1c(C)n(C)c2ccc(OC(=O)c3ccccc3OC)cc12 | 5.5% | -5% | 0% | -4% | 2% | 3% | i | 1.1 | -2%
COc1cccc(NC(=O)N(C2CCCCC2)C(C)c2cccs2)c1 (stereo unspecified) | 0.3% | 2% | -1% | 8% | 3% | 18% | i | 2.5 | 2%
CCCc1nc(Nc2nc3ccccc3o2)nc(C)c1C(=O)OCC | 3.2% | -3% | -2% | 29% | -11% | 0% | i | -3.9 | 2%
COc1cc(NS(=O)(=O)c2ccc(NC(=S)NC(=O)c3ccco3)cc2)ncn1 | 0.2% | -3% | -1% | -17% | 4% | 10% | i | -1.2 | 0%
CCOC(=O)CSCc1c(C#N)c2ccccc2n1C | -0.5% | 7% | -1% | 14% | 9% | -1% | i | 0.2 | 0%
O=C(COc1ccccc1)N1CCCCCCC1 | 0.4% | 4% | -5% | 1% | 0% | 2% | i | -11 | 3%
CC(=O)c1c(C)[nH]c(C(=O)OC(C)C(=O)NC2CCCCC2)c1C (stereo unspecified) | 3.2% | -8% | . | . | -18% | 2% | i | 2.2 | .
COc1ccccc1NC(=O)CC1Nc2ccccc2NC1=O (stereo unspecified) | 6.6% | -7% | 0% | -5% | -18% | -16% | i | -0.7 | -2%
COc1cccc(C(C(=O)NCC2CCCO2)N(C(=O)Cn2nnc3ccccc32)c2ccc(NC(C)=O)cc2)c1 (stereo unspecified) | 0.3% | 0% | -15% | -26% | 5% | -1% | i | -4.6 | -5%
COc1ccc(CCNC(=O)COC(=O)Cc2cccc3ccccc23)cc1 | -0.1% | 20% | -8%&-5% | 7%&10% | 2%&9% | 7%&-8% | i | -1.6 | 0%
CC1Oc2ccccc2N(CC(=O)Nc2ccc3c(c2)OCO3)C1=O (stereo unspecified) | 0.0% | 16% | 19% | . | -2% | -4% | . | -0.3 | 1%
O=C(Cn1c(SCCOc2ccc(Cl)cc2)nc2ccccc21)N1CCCCC1 | 5.3% | -12% | 2% | 14% | -18% | ? | . | . | .
O=S1(=O)CCN(OCc2ccc(Cl)cc2)CC1 | 0.0% | -16% | -2% | -8% | 4% | 6% | i | -1.8 | -4%
Cc1cc(-c2ccc(C)c(S(=O)(=O)N3CCN(c4ccc([N+](=O)[O-])cc4)CC3)c2)on1 | -0.2% | 10% | -12% | 3% | -11% | -19% | i | -1.4 | 0%
Cc1cccc(N2CN=c3s/c(=C\c4ccncc4)c(=O)n3C2)c1 | 1.5% | 17% | -8% | -2% | -28% | 16% | i | -0.8 | 1%
COc1ccc(S(=O)(=O)N2CCCC2CNC(=O)c2cccc(OC)c2)cc1 (stereo unspecified) | 0.5% | -3% | -5% | -2% | -25% | -1% | i | -1.0 | -4%
CC(NC(=O)C(=O)N/N=C\c1cccc([N+](=O)[O-])c1)c1ccccc1 (stereo unspecified) | 12% | 11% | -10% | -28% | 6% | 5% | i | -1.7 | 0%
O=S(=O)(NCc1ccc(F)cc1)c1ccc(-n2cnnn2)cc1 | 0.0% | . | 6% | 7% | -23% | -2% | i | -0.5 | 0%
Cc1ccccc1Nc1c(-c2ccc(Cl)s2)nc2cccc(C)n12 | 5.6% | -20% | 2% | 2% | -18% | -1% | . | . | .
CCN(CC)C(=O)n1nc(C)c(CN2C(=O)c3ccccc3C2=O)c1C | -0.3% | -2% | 3% | 0% | -4% | 0% | i | -3.4 | .
COc1ccc(NC2CCCN(C(=O)c3csc(C(C)C)n3)C2)cc1OC (stereo unspecified) | -0.2% | -13% | -3% | -21% | -44% | -7% | i | -2.7 | -15%
CC(=O)c1ccc(-c2cccc(-c3nc4ccccn4c3NC3CCCCC3)c2)cc1 | -5.4% | -33%[inhibitor] | ? | ? | -25% | ? | i | -2.3 | -1%
OCC1OC(n2cnc3c(NC4CCCC4)ncnc32)C(O)C1O (stereo unspecified) | -1.4% | -14% | -9% | -23% | -11% | -1% | i | -2.9 | .
O=C1c2ccccc2C(=O)N1Cc1cc(-c2ccccc2)no1 | -0.1% | 24% | -7% | -4% | -2% | -6% | i | -3.6 | 2%
COc1cccc(CNC(=O)CCS(=O)(=O)c2cc3c4c(c2)CCN4C(=O)CC3)c1 | 0.6% | -10% | 2% | ? | -15% | ? | . | . | .
Oc1cc2c(cc1CN1CCN(c3cccc(C(F)(F)F)c3)CC1)CCC2 | 0.1% | 16% | -8% | -15% | 5% | 5% | i | 1.0 | 0%
CC(=O)c1ccc(-c2cccc([C@H]3[C@@H]4C=CC[C@@H](C)[C@@H]4C(=O)N3Cc3ccccc3)c2)cc1 | 3.3% | 6% | ? | ? | -17% | ? | i | -2.2 | -4%
CC(C)Cc1ccc(C(C)C(=O)Nc2ccccc2O)cc1 (stereo unspecified) | 4.1% | 23% | 1% | -19% | -49% | ? | i | 2.2 | 2%
COc1ccc(-c2csc(N(CCCN(C)C)C(=O)c3ccc(OC)c(OC)c3)n2)cc1 | -6.8% | -12% | . | . | -48% | -20% | i | 2.3 | .
Clc1ccc(OCCn2ccnc2)c(Br)c1 | -0.9% | -20% | 1% | 26% | -13% | -4% | i | 0.1 | -3%
Cc1ccc(S(=O)(=O)N2CCC(C(=O)N3CCC(C(=O)NCc4cccnc4)CC3)CC2)cc1 | -0.6% | 5% | 0% | ? | 1% | 1% | i | 0.4 | -5%
COCCC(=O)N1CCC(n2nccc2NC(=O)c2ccccc2C)CC1 | 0.1% | 10% | 0% | 11% | 0% | 9% | i | 0.1 | 2%
COc1cc(OC)c(NC(=O)c2ccc3c(SCC(=O)O)c4c(nc3c2)CCCC4)cc1Cl | 4.5% | 0% | -1% | 1% | -36% | -8% | i | -1.6 | -6%
Cc1ccc(S(=O)(=O)N2CCN(C(=O)C3CCCO3)CC2)cc1 (stereo unspecified) | -0.3% | -4% | 3% | 3% | -1% | 3% | i | -2.7 | -4%
CCCCN(S(=O)(=O)c1ccccc1)S(=O)(=O)c1ccccc1 | 0.0% | 1% | 1% | -16% | -2% | -28% | i | 0.4 | -1%
CCOC(=O)C(C(=O)OCC)N(Cc1cc(OC)ccc1OC)C(=O)C1CC(CO[Si](C)(C)C(C)(C)C)=CN1C(=O)OC(C)(C)C (stereo unspecified) | . | . | -3% | 2% | -12% | 3% | . | . | .

A run of entries taken from the entries so far:
canonical_smiles | Nrf2 ARE act | Abeta yeast res | A549 tox | Nrf2 inh | HepG2 tox | TGFb inhibitor | Akt phos inh | CCT modulator | MmCpn inh
CCCCN(S(=O)(=O)c1ccccc1)S(=O)(=O)c1ccccc1 | 0.0% | 1% | 1% | -16% | -2% | -28% | i | 0.4 | -1%
CCOC(=O)C(C(=O)OCC)N(Cc1cc(OC)ccc1OC)C(=O)C1CC(CO[Si](C)(C)C(C)(C)C)=CN1C(=O)OC(C)(C)C (stereo unspecified) | . | . | -3% | 2% | -12% | 3% | . | . | .
